High-throughput results deposited in PubChem BioAssay by several laboratories.
Rtt109 HAT inh = inhibitors of Candida albicans Rtt109/Vps75 histone acetyltransferase; Q5AAJ8; purified Rtt109/Vps75, ThioGlo CoA-SH fluorescence, 4 h; inhibition, % at 34.9 µM; actives 0.16% (n = 330,000); AID 540336;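 active = inhibition of at least 50% in every replicate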
cardiac RTF act = cardiac RTF calcium sensitization; actives 0.24% (n = 340,000); AID 493008; IANBD-labeled TnC RTF fluorescence at EC20 calcium; 0% EC20 calcium, 100% full calcium; activation, % at 7.2 µM;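 active = activation above the mean over all tested compounds plus 3 SD, cut at about 30% in these data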;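 also: rise in fluorescence read as greater calcium sensitivity of cardiac thin filaments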
Keap1-Nrf2 PPI = disrupts human Keap1 binding to Nrf2 peptide; Q14145; Keap1 Kelch-Nrf2 peptide fluorescence polarization, 1536-well; inhibition, % at 9.4 µM; actives 0.15% (n = 340,000); AID 504523; in the data active = inhibition above about 12%;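 also: human Keap1 Kelch domain with fluorescein labeled Nrf2 9mer peptide probe; 0% = neutral control wells and 100% = peptide positive control; higher means more block of Keap1 binding to Nrf2 peptide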
SR-BI uptake up = SR-BI HDL lipid transfer activation; CHO ldlA[mSR-BI] cells, DiI-HDL uptake fluorescence, 3 h; 100 = double the neutral-control signal; activation, % at 12.5 µM; actives 0.096% (n = 320,000);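 active = mean replicate activation of at least 60% and every replicate at or above 60%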;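 also: 0% = median plate neutral-control signal and 100% = twice that signal; values of inactives mirror those of a sister screen read the other way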
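Material – SR-BI-overexpressing, LDLR-lacking CHO cells · Medium – BSA-supplemented, HEPES-buffered Ham's F12, pH 7.4 · Doses – single concentration · Times – compound with DiI-HDL co-incubation, 3 h at 37 °C · Measured by – bottom-read fluorescence, 550/595 nm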
CAL PDZ FP-1 = blocks peptide binding to human CAL PDZ domain; AID 504414; actives 0.02% (n = 330,000); inhibition, % at 20 µM; purified CAL PDZ, TMR-peptide fluorescence polarization, 1 h;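 active = highest replicate inhibition of at least 40%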;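 also: plate controls were DMSO neutral control wells for no effect and unlabeled competitor peptide control wells for full effect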
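System: tagged CAL PDZ domain. Schedule: 1 h room-temperature incubation prior to read. Signal: fluorescence polarization (mP). Measure: percent inhibition from loss of millipolarization.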
C-LANA FP = blocks KSHV LANA C-terminal domain binding to DNA | inhibition, % at 9 µM | actives 0.078% (n = 340,000) | MBP-C-LANA/FAM-LBS DNA binding, fluorescence polarization;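 active = highest replicate inhibition at or above 60% at 9 µM, even if other replicates fall short; inactive = all replicates below 60% inhibition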;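 also: 0% = neutral control wells and 100% = 4 µM acridine orange control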
CAL PDZ FP-2 = CAL PDZ (human) peptide binding inhibition | Q9HD26 | purified CAL PDZ, TMR-peptide fluorescence polarization, 1 h | inhibition, % at 24.9 µM | actives 0.92% (n = 300,000) | AID 602252;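 active = mean inhibition of at least 30% with at least half of replicates also reaching 30%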;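 also: 0% = DMSO neutral control and 100% = excess unlabeled competitor peptide PRC23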
DAGLB inh = blocks human DAGLB lipase activity. Q8NCG7. HEK293T DAGLB membrane lysate, EnzChek fluorogenic substrate. inhibition, % at 5.17 µM. actives 0.059% (n = 340,000). AID 504411; in the data active = inhibition above about 34%;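 also: 0% = enzyme with vehicle and 100% = wells lacking enzyme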
Target sequence (Q8NCG7 whole entry, looked up): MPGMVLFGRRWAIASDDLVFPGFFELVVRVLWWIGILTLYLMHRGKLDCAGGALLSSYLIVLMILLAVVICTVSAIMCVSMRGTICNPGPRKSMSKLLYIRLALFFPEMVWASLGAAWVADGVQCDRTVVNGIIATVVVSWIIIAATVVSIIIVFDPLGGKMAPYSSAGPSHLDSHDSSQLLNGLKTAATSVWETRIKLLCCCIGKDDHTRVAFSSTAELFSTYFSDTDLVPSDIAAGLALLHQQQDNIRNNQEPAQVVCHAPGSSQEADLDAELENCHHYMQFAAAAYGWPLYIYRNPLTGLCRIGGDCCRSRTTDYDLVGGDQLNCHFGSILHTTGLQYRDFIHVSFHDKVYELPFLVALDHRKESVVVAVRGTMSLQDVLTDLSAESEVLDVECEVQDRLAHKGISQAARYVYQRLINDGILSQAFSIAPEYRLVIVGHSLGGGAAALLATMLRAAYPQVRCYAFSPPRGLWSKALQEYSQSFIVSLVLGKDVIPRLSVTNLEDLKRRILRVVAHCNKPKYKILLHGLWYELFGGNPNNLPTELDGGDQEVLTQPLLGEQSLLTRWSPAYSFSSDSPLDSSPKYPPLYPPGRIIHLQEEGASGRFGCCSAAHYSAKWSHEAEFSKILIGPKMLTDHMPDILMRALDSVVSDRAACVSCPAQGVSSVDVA
PKA-R2B activ = activators of human PKA-R2B complex | P22694+P31323 | AID 504700 | activation, % at 11.4 µM | actives 0.079% (n = 340,000) | PKA-R2B holoenzyme dissociation, Cy5-IP20 fluorescence polarization; R2B truncated from residue 108, S112A mutant; 0% DMSO only, 100% 113 µM cGMP;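 active = activation above a cutoff set at the mean over all compounds plus 3 SD, cut at about 18% in these data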;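 also: higher means more holoenzyme dissociation and a rise in polarization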
RTF Ca sens inh = cardiac RTF calcium desensitization; actives 0.12% (n = 340,000); inhibition, % at 7.15 µM; IANBD-labeled cardiac RTF, Ca2+ fluorescence; P19429+P45379;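 active = inhibition above the mean inhibition of all tested compounds plus 3 SD, cut at about 17% in these data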;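 also: assay run at fixed EC70 calcium of 1.6 mM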
An asterisk follows results filed as active; / = not tested or not shown.

No.	SMILES	C-LANA FP	Keap1-Nrf2 PPI	SR-BI uptake up	RTF Ca sens inh	DAGLB inh	CAL PDZ FP-1	PKA-R2B activ	CAL PDZ FP-2	cardiac RTF act	Rtt109 HAT inh
1	O=C(CN1CCCCCC1)NC(c1ccccc1)c1ccccc1	-1.8	-5	26	-3	-1	-1.0	0	0	-6	9
2	COc1ccc(OCC(=O)Nc2ccc3c(c2)CCC3)cc1	2.0	-1	14	-10	-17	-0.4	-2	-2	2	4
3	COc1ccc(NC(=O)c2cc(C)cc(C)c2)cc1S(=O)(=O)N1CCCCC1	-3.2	-4	-68	9	-3	-0.1	-3	-2	-3	14
4	COc1cccc(COC(=O)CCNC(=O)c2ccc(Br)cc2)c1OC	1.0	-1	28	-2	-5	-1.3	-6	-2	5	0
5	CN(Cc1ccccc1)C(=O)CCC1CCN(C(=O)c2ccccc2C(F)(F)F)CC1	-0.8	-4	-12	0	1	-0.4	-3	-4	1	-7
6	Cc1ccccc1C(=O)NNC(=S)NC(=O)COc1ccccc1	5.3	2	6	-1	2	-2.3	7	-3	-9	1
7	CC(=O)Nc1ccc(S(=O)(=O)NC(CC(=O)O)c2ccc(C)cc2)cc1 (stereo unspecified)	0.0	-2	10	-8	1	0.2	-7	-4	12	-5
8	Cc1cccc(Oc2ccc(NC(=O)c3ccccc3C(=O)O)cc2)c1	-1.2	-4	4	8	1	-0.2	-10	2	-1	1
9	NS(=O)(=O)c1ccc(CCNC(=O)C2COc3ccccc3O2)cc1 (stereo unspecified)	-3.6	0	-6	-7	-1	-0.7	2	-4	-2	0
10	COc1ccc(C2CC3(CC(C)(C)NC(=S)N3)Oc3cc(O)cc(C)c32)cc1OC (stereo unspecified)	0.8	1	10	-2	-1	-1.3	2	4	-2	11
11	Cc1ccc(C)c(OCCC(=O)NNC(=O)c2ccncc2)c1	-0.1	-1	9	-4	0	-2.1	-4	0	1	-5
12	O=C(c1ccc(Cl)s1)N(Cc1nnc(-c2ccccc2Cl)o1)C1CC1	0.0	-2	-12	1	-11	-3.2	-12	-5	12	2
13	Cc1cc(C)n(-c2nc3c(c(=O)[nH]c(=O)n3C)n2Cc2ccccc2)n1	0.2	-4	1	7	0	-2.2	-1	-2	8	-1
14	Cc1ccc2cc(C3CC(c4ccco4)=NN3S(C)(=O)=O)c(Cl)nc2c1 (stereo unspecified)	1.6	-3	/	-18	2	-1.6	-9	-4	1	4
15	CCOC(=O)C1=C(c2ccccc2)NC(=S)NC1C (stereo unspecified)	-1.0	-7	-72	0	-2	-1.4	6	-1	-5	-7
16	COc1ccc(Nc2cc(C)nc(NCc3ccccc3)n2)cc1	-1.6	0	4	/	/	0.1	/	/	/	7
17	CCOC(=O)c1ccc[n+](C(C)C(=O)c2ccc(-c3ccccc3)cc2)c1 (stereo unspecified)	0.1	-7	3	-2	6	-2.2	7	0	-4	24
18	CNC(=O)COC(=O)c1cc(=O)[nH]c2ccccc12	-1.4	-1	15	9	-3	-1.1	0	-1	-3	1
19	O=C(C1CCN(S(=O)(=O)c2ccccc2)CC1)N1CCC1	0.8	-2	-4	-2	0	-0.2	6	7	-1	3
20	Cc1ccc(S(=O)(=O)N2CCOCC2)cc1NC(=O)CN1C(=O)CN(C)C1=O	-0.2	0	54	-1	2	-1.4	2	-4	0	2
21	C=C1CCN(C(C)C(=O)O)S(=O)(=O)c2ccccc21 (stereo unspecified)	1.5	4	3	-10	0	-0.3	-5	2	-5	-5
22	CCN(CC)c1ccc2cc(C(=O)NNC(=O)c3ccc(S(=O)(=O)N4CCCCC4)cc3)c(=O)oc2c1	2.6	-4	-61	-7	1	0.8	-8	-5	3	12
23	O=C(O)C1C2C=CC3(CN(Cc4ccncc4)C(=O)C13)O2 (stereo unspecified)	-0.8	-2	18	6	-3	1.8	7	2	3	11
24	CC(C)c1cccc(OCCCCN(C)C)c1	-0.7	-2	25	-4	1	-2.1	5	2	6	1
25	CS(=O)(=O)c1ccc(-c2sc3ccccc3c2C#CCCO)cc1	-1.8	-5	-70	6	1	-2.7	-4	-5	1	0
26	O=C(Oc1cccnc1)c1cc(S(=O)(=O)N2CCCCC2)ccc1Cl	-0.7	-55	14	-8	-6	0.1	-1	-3	1	-4
27	CCCn1c(SCC(=O)Nc2ccccc2C(=O)OC)nc2c1c(=O)n(C)c(=O)n2C	0.5	2	1	-2	0	-1.1	-7	0	2	12
28	COc1ccc(CC(=O)N[C@@H](CCSC)c2nc3ccccc3[nH]2)cc1	0.2	-4	-15	/	/	-1.7	/	4	/	0
29	CCn1cc(C(=O)OCC(=O)N(C)C2CCS(=O)(=O)C2)c(=O)c2ccc(C)nc21 (stereo unspecified)	0.8	2	8	0	1	0.1	-10	-2	0	1
30	O=C(NC1CCCCCC1)c1c(O)c2ccccc2[nH]c1=O	-0.7	-6	12	5	3	0.0	-9	5	-5	6
31	COc1ccc(-c2nn3c(-c4cccc(C)c4)nnc3s2)cc1OC	1.0	-5	-49	-4	-8	-1.9	8	/	4	19
32	CCc1ccc2[nH]c(=O)c(C(c3nnnn3CCOC)N3CCN(c4ccccc4F)CC3)cc2c1 (stereo unspecified)	0.7	6	30	-3	0	-1.1	-6	-2	1	24
33	COc1ccc(NC(=O)c2cc(=O)[nH]c3ccccc23)cc1	0.7	-2	-23	-7	0	0.0	-2	-5	-1	/
34	CSc1nsc2nc(=O)c(/C=C3\C(C)=Nc4ccccc43)c(N)n12	5.5	3	-5	9	7	-0.9	-18	-6	-7	10
35	CCOc1ccccc1/C=C/c1onc(C)c1S(=O)(=O)N1CCC(C(=O)NC(C)(C)C)CC1	-1.6	-1	-84	-14	-11	-2.9	-1	-3	-4	19
36	CCN(C(C)=O)c1ccc(Oc2nc(OC)cc(OC)n2)cc1	1.7	2	-11	-1	-2	-2.2	8	0	-1	/
37	O=C1CC(N2CCN(c3ccccc3O)CC2)C(=O)N1Cc1ccccc1 (stereo unspecified)	-1.8	0	/	-10	1	0.0	10	20	-4	4
38	CCC(CO)Oc1cc(NCc2ccc(C(C)(C)C)cc2)c2ncn(C(C)C)c2c1 (stereo unspecified)	-1.2	1	3	-4	1	0.6	-7	-1	4	-1
39	CC(C)(C)c1ccc(C(=O)Nn2c(CCC(=O)O)ccc2-c2cccs2)cc1	0.5	-1	7	-5	4	0.2	-9	0	-8	3
40	Cc1cccc(C(=O)NCC(=O)N2CCN(c3ccccn3)CC2)c1	1.8	-3	5	-2	-4	-0.1	1	/	2	-8
41	Cc1ccc(S(=O)(=O)Nc2cc(=O)[nH]c(SCc3ccc(Cl)cc3)n2)cc1	-1.7	-2	2	8	-3	-0.6	1	-6	3	-6
42	Cc1cccc(OCC(=O)O/N=C(\N)c2ccccn2)c1	0.3	0	-3	-2	0	-0.3	-4	4	0	-1
43	Cc1ccc(C(=O)O)cc1-n1c(=O)n(Cc2ccccc2)c(=O)c2[nH]cnc21	-3.0	-5	17	-4	-1	-0.8	18	2	-3	-4
44	COc1ccc(-n2c(C)cc(C(=O)CSc3nn4c(=O)c(C(C)(C)C)nnc4s3)c2C)cc1	0.6	-1	-25	-4	-4	-1.6	1	-1	0	0
45	COc1ccc(OC)c(C2/C(=C(\O)c3ccc4c(c3)OCCO4)C(=O)C(=O)N2CC2CCCO2)c1 (stereo unspecified)	0.8	-6	7	3	-1	-1.7	-9	-1	5	5
46	Cc1nn(-c2ccccc2)c(Cl)c1/C=C1\SC(=S)N(CCCCCC(=O)O)C1=O	2.6	2	/	2	3	-0.8	13	9	-3	31
47	COc1ccc(NC(=O)CSc2nc3ccccc3nc2N2CCOCC2)c(OC)c1	-2.7	6	-13	-11	0	0.2	5	/	1	11
48	CC(C)CC1C2C(=O)N(c3ccccc3)C(=O)C2ON1c1ccccc1 (stereo unspecified)	0.0	2	5	-12	-1	-1.7	2	-8	0	0
49	S=c1nc2ccccc2c2nc(-c3ccccc3Cl)[nH]n12	-0.4	-4	25	-2	2	-3.5	-7	-1	1	/
